Screens as filed in PubChem.
APJ agonist – activates the human apelin receptor APJ. CHO-K1 APJ PathHunter beta-arrestin, luminescence; 0% DMSO wells, 100% apelin. AID 2520. 0.11% of 330,000 active. P35414. activation, % at 20 µM;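 active means activation more than six SD over the plate average, tested at 20 µM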;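 further: 0% = DMSO alone and 100% = apelin-13 at 10 nM; some results filed as inactive read as strong as hits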
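Test system – PathHunter CHO-K1 APJ (AGTRL-1) beta-arrestin reporter cells · Input – 1000 cells/well · Compound – single test compound dose, 20 µM final, 1% DMSO · Times – compound stimulation 90 min at 25 °C, detection 60 min · Technique – beta-gal luminescence · Read-out basis – APJ–arrestin association signal · Control set – negative DMSO alone, positive Apelin-13 at 10 nM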
CHOP UPR activ – activators of apoptotic arm of unfolded protein response (CHOP). CHO-CHOP luciferase reporter, UPR activation, luminescence; percent of tunicamycin response over DMSO baseline. activation, % at 10 µM. 0.34% of 330,000 active. AID 449763;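 active means at 10 µM dose, activation of 40% or more, normalized to positive control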;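 further: 100% = tunicamycin at 10 µg/mL and 0% = DMSO alone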
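System: CHO CHOP reporter cells. Amount: 500 cells per well. Buffer or medium: F12 medium, 10% FBS. Compound dosing: one dose, 10 µM in 0.5% DMSO. Incubation: 6 h compound exposure at 37 °C after overnight seeding. Technique: Steady-Glo luciferase luminescence. Benchmarks: tunicamycin and DMSO controls.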
Mdm2-MdmX inh – human Mdm2/MdmX binding inhibition; SaOS-2 split-luciferase Mdm2/MdmX complementation, luminescence; inhibition, % at 8 µM; 3% of 330,000 active; AID 485346;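 active means inhibition of at least 50% at 8 µM in the primary screen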
APJ antagonist – APJ receptor antagonism; P35414; CHO-K1 APJ beta-arrestin complementation, luminescence; inhibition, % at 20 µM; 0.32% of 330,000 active; AID 2521;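 active means inhibition above about 40% at 20 µM, limit read from the data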;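 further: cells challenged with 10 nM apelin-13 agonist together with compound; plate controls were apelin-13 plus DMSO wells for no effect and DMSO wells lacking apelin-13 for full effect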
CCR6 antagonist – blocks CCL20-driven beta-arrestin recruitment at human CCR6; P51684; CHO-K1 CCR6 PathHunter beta-arrestin, luminescence, CCL20-stimulated; inhibition, % at 20 µM; 0.49% of 340,000 active; AID 493098;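 active means compounds whose inhibition of the agonist-driven luminescence signal at 20 µM reaches about 50%, limit read from the data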;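 further: cells stimulated with CCL20 at 14 nM final; plate controls were DMSO with CCL20 for no effect and DMSO without agonist for full effect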
Target sequence (P51684 whole entry, looked up): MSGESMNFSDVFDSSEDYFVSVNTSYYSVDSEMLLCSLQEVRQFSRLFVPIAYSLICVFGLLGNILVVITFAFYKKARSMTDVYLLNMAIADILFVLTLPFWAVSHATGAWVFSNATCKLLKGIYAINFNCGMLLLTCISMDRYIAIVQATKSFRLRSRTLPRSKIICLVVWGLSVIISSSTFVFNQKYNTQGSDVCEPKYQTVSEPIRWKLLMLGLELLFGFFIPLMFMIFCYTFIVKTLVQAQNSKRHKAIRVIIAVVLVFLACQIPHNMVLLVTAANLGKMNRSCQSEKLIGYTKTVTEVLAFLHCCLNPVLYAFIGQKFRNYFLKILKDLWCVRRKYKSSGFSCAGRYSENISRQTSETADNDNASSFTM
EBI2 block – blocks human EBI2 receptor beta-arrestin signaling; P32249; EBI2 beta-arrestin recruitment, luminescence, 7a,25-OHC stimulated; inhibition, % at 5 µM; 0.81% of 360,000 active; AID 651636; in the data active means inhibition above about 38%;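 further: enzyme fragment complementation signal reports receptor beta-arrestin coupling in cells; 0% = agonist plus DMSO wells and 100% = wells without agonist; some results beyond the cut were filed as inactive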
Target sequence (P32249 whole entry, looked up, the tested form may be a part): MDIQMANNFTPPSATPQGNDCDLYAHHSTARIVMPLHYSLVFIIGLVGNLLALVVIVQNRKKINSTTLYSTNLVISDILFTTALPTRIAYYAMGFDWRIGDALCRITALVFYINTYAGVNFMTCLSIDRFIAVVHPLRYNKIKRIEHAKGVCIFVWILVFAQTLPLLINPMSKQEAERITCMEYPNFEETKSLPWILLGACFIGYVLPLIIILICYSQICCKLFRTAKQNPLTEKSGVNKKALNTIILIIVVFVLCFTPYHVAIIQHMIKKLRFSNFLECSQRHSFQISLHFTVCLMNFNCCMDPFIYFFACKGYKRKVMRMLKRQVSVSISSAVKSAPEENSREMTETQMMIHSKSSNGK
CXCR6 inh – inhibitors of human CXCR6 receptor; O00574; CHO-K1 PathHunter CXCR6 beta-arrestin, luminescence; inhibition, % at 20 µM; 0.36% of 360,000 active; in the data active means inhibition above about 34%, passing the limit was not always enough;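 further: antagonist mode with CXCL16 agonist at 10 nM final; 0% = 10 nM CXCL16 with DMSO and 100% = unstimulated wells without agonist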
Target sequence (O00574 whole entry, looked up): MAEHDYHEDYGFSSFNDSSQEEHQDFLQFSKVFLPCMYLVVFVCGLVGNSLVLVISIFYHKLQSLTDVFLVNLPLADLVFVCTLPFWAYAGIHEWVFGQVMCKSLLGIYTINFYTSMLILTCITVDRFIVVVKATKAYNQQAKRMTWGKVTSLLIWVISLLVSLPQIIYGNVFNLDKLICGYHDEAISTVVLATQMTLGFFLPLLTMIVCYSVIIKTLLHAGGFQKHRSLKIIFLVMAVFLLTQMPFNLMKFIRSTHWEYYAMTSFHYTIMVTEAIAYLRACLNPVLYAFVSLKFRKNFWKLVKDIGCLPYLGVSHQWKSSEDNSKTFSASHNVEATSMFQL
XBP1 UPR activ – adaptive UPR (XBP1) activation; activation, % at 20 µM; CHO-XBP1 luciferase reporter, IRE1-XBP1 UPR activation, luminescence; percent of tunicamycin response, DMSO as zero; 0.33% of 330,000 active;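 active means versus positive control, 20 µM dose yields 30% or more activation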;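 further: 100% = tunicamycin at 10 µg/mL and 0% = DMSO only wells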
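Material – CHO cell line with stable XBP1 luciferase reporter · Buffer or medium – F12 plus 10% FBS · Compound – single point, 20 µM final compound, 1% DMSO · Schedule – 16-18 h cell attachment at 37 °C, then 6 h compound exposure · Signal – Steady-Glo luminescence read · Benchmarks – high control tunicamycin 10 µg/mL final, low control DMSO vehicle only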
tim23-1 inh – inhibits growth of tim23-1 mutant yeast | inhibition, % at 20 µM | AID 463212 | 1.3% of 330,000 active | S. cerevisiae tim23-1 growth, BacTiter-Glo luminescence, 24 h;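 active means growth inhibition of the mutant yeast at or above 50%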;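 further: temperature-sensitive mutant grown at 25 °C; plate controls were DMSO-treated mutant yeast for no effect and medium wells lacking yeast for full effect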
The depositor's hits bear a star; . = no result given.

Letter code: A = APJ agonist; B = CHOP UPR activ; C = Mdm2-MdmX inh; D = APJ antagonist; E = CCR6 antagonist; F = EBI2 block; G = CXCR6 inh; H = XBP1 UPR activ; I = tim23-1 inh
O=C(COc1ccc(=O)n(-c2ccccc2)n1)Nc1ccccc1
  A: 0; B: 1.1; C: 0; D: 8; E: 1; F: 3; G: 0; H: 4; I: 18

O=c1c(Cc2ccc(Cl)cc2)c(O)ccn1Cc1cccc(Cl)c1
  A: -3; B: -0.1; C: 2; D: -13; E: -5; F: -3; G: 3; H: -3; I: 7

COCCn1c(SCC(=O)NCc2ccco2)nnc1C(C)C
  A: -1; B: -0.6; C: 15; D: 10; E: 9; F: -6; G: -2; H: -1; I: 5

CC(C)c1ccccc1NS(=O)(=O)c1cccs1
  A: -2; B: 0.1; C: 20; D: 8; E: 13; F: -3; G: 2; H: 0; I: 24

CNc1nc(N)nc(OC(C(F)(F)F)C(F)(F)F)n1
  A: -4; B: -0.6; C: 23; D: 5; E: -8; F: 0; G: 3; H: 16; I: 3

O=C(Nc1ccc(F)c([N+](=O)[O-])c1)C1CCCO1 (stereo unspecified)
  A: -4; B: -1.4; C: 23; D: 4; E: -9; F: -5; G: -7; H: -1; I: -13

CC1(c2ccc(OC(F)F)cc2)NC(=O)N(CC(=O)Nc2ccc(Cl)cc2F)C1=O (stereo unspecified)
  A: 1; B: 1.1; C: 4; D: 2; E: -1; F: -2; G: -6; H: 2; I: -2

COc1ccc(NS(=O)(=O)c2ccc(N)c(C(=O)O)c2)cc1
  A: 0; B: 1.2; C: 19; D: -3; E: 4; F: -4; G: 2; H: 2; I: -5

CCOC(=O)N1CCN(C(=O)CNCc2cccs2)CC1
  A: 2; B: 1.1; C: 4; D: 10; E: -8; F: -9; G: -10; H: 2; I: 1

CC(C)n1cc([C@@H]2C[C@H]3CN(Cc4cccc(Cl)c4)C(=O)[C@]34CCCN24)cn1
  A: -3; B: -0.7; C: 10; D: -21; E: -4; F: 0; G: 4; H: -3; I: 6

CN1CCc2c(sc3c2c(=O)n(-c2cccc(Cl)c2)c2nncn32)C1
  A: -1; B: -0.5; C: 11; D: 0; E: 0; F: -33; G: 2; H: -1; I: 11

Cc1ccc(C)c(-c2cc(C(=O)Nc3cccnc3)c3ccccc3n2)c1
  A: 7; B: 0.5; C: 3; D: -15; E: -15; F: 2; G: -2; H: -5; I: 20

Cc1ccc(NC2=NCC(=O)N2Cc2cccs2)cc1C
  A: -4; B: 0.5; C: -9; D: -13; E: 5; F: 2; G: -2; H: 0; I: 13

CCC(C)c1ccccc1NC(=O)CN(CC)CC(=O)Nc1ccc2c(c1)OCCO2 (stereo unspecified)
  A: -5; B: -1.3; C: 22; D: 1; E: 1; F: -7; G: 0; H: 1; I: 26

Cc1ccc(S(=O)(=O)N2C/C=C\CN(S(=O)(=O)c3ccccc3Br)CC2)cc1
  A: .; B: -0.6; C: 7; D: .; E: 27; F: 12; G: -7; H: 1; I: 49

(continued)
Letter code: A = APJ agonist; B = CHOP UPR activ; C = Mdm2-MdmX inh; D = APJ antagonist; E = CCR6 antagonist; F = EBI2 block; G = CXCR6 inh; H = XBP1 UPR activ; I = tim23-1 inh
CC(C)CC(C(=O)Nc1oc(-c2ccccc2)c(-c2ccccc2)c1C#N)N1C(=O)c2ccccc2C1=O (stereo unspecified)
  A: 1; B: 2.8; C: 17; D: -1; E: 15; F: 9; G: 18; H: -2; I: 8

CCOC(=O)C1(CCCc2ccccc2)CCN(C(=O)c2ocnc2C)CC1
  A: -2; B: -2.0; C: 9; D: 15; E: -15; F: 8; G: -2; H: 3; I: 20

CCOc1ccc(NS(=O)(=O)N(C)C)cc1
  A: 19; B: -1.4; C: -8; D: 4; E: -6; F: -11; G: -7; H: -3; I: 15

CSc1nsc(SCC(=O)Nc2ccc(O)c(C(=O)O)c2)n1
  A: 0; B: 2.4; C: 19; D: 5; E: 14; F: -5; G: 5; H: -5; I: 1

CCOc1ccccc1NC1=NC2CS(=O)(=O)CC2S1 (stereo unspecified)
  A: -2; B: 0.8; C: -14; D: -19; E: -5; F: -6; G: 5; H: -1; I: 6

CCOc1ccc(OCCOC(=O)CN(C)S(=O)(=O)c2ccc(NC(C)=O)cc2)cc1
  A: -3; B: 1.7; C: -2; D: -14; E: -4; F: -5; G: -8; H: 1; I: 9

COc1cccc(CN2CCNC(=O)C2CC(=O)N2CCOc3ccccc3C2)c1OC (stereo unspecified)
  A: 1; B: 0.4; C: 6; D: -10; E: -1; F: -13; G: -10; H: -2; I: 21

CCc1ccc(OCc2nnc(SCC(=O)NCc3ccco3)o2)cc1
  A: 7; B: -0.4; C: 13; D: -7; E: 0; F: 6; G: -6; H: 1; I: -3

Cc1nn2c(=O)cc(CSCC(=O)Nc3ccccc3Cl)nc2s1
  A: -2; B: -1.4; C: -34; D: -12; E: 0; F: -11; G: 5; H: -4; I: 13

Cn1c(-c2cccs2)nc2ccccc21
  A: -3; B: 4.8; C: -55; D: 16; E: 5; F: -4; G: 5; H: 5; I: -5

CCOc1nc(Nc2ccc([N+](=O)[O-])cc2)nc(NC(C)(C)C)n1
  A: 3; B: 2.8; C: -18; D: -4; E: 11; F: 8; G: 1; H: 5; I: 27

CCOC(=O)CSc1nnc(-c2ccccc2NC(=O)c2ccccc2)o1
  A: 2; B: 0.9; C: -10; D: -7; E: -5; F: -8; G: 3; H: 1; I: 7

CCn1c(C(C)NC(=O)Cc2ccccc2)nc2ccccc21 (stereo unspecified)
  A: 5; B: -1.0; C: 10; D: -2; E: -14; F: -8; G: -9; H: 0; I: 13

CC(CNC(=O)C1CCCCC1C(=O)O)c1ccccc1 (stereo unspecified)
  A: 3; B: -1.0; C: -12; D: -7; E: -5; F: -3; G: 1; H: 0; I: 27

Cc1ccc(C(=O)CSc2nnnn2Cc2ccccc2)cc1C
  A: -2; B: -1.2; C: 8; D: 13; E: 12; F: 6; G: 10; H: -4; I: 51*

(further entries)
Letter code: A = APJ agonist; B = CHOP UPR activ; C = Mdm2-MdmX inh; D = APJ antagonist; E = CCR6 antagonist; F = EBI2 block; G = CXCR6 inh; H = XBP1 UPR activ; I = tim23-1 inh
CCOc1cc(C#N)c(NC(=O)c2cccnc2Cl)cc1OCC
  A: 5; B: 0.1; C: -1; D: -21; E: 0; F: -7; G: -5; H: -1; I: 3

CCOC(=O)c1c(NC(=O)c2ccc(N3C(=O)[C@@H]4[C@H](C3=O)[C@H]3C=C[C@@H]4C3)cc2)sc2c1CC(C)CC2 (stereo partly specified)
  A: -1; B: 1.5; C: 6; D: 7; E: 17; F: 32; G: 3; H: -2; I: 11

COCc1ccc(-c2c(-c3cc(OC)cc(OC)c3)oc(=O)c3cc(OC)c(OC)cc23)cc1
  A: -3; B: 24; C: 0; D: 16; E: 11; F: 43; G: 9; H: 1; I: 29

CN(C(=O)CSc1nnnn1-c1ccccc1)C1CCCCC1
  A: -5; B: 4.3; C: 5; D: -20; E: -3; F: -1; G: -6; H: 2; I: 17

CCc1ccc(C(=O)/C=C/Nc2ccc(S(=O)(=O)Nc3onc(C)c3C)cc2)cc1
  A: -2; B: -0.6; C: 5; D: 15; E: 28; F: 3; G: 2; H: 0; I: 28

CNC(=O)COC(=O)c1ccc2c(c1)S(=O)(=O)c1ccccc1C2=O
  A: 4; B: 5.0; C: 8; D: -30; E: -17; F: -16; G: -17; H: 1; I: 0

CCOC(=O)C1(Cc2ccc(Cl)cc2)CCN(Cc2nccn2CC)CC1
  A: -3; B: 0.1; C: 5; D: 20; E: 23; F: -6; G: 6; H: -1; I: -11

O=C(Nc1ccccc1)OCc1cnc(Cl)s1
  A: -2; B: -0.7; C: 22; D: -6; E: 1; F: 0; G: 4; H: 7; I: 15

Cc1cccc(-c2ncc(S(=O)(=O)C(C)(C)C)c(N)n2)c1
  A: 1; B: 2.9; C: -23; D: 19; E: 12; F: -1; G: -7; H: 5; I: 4

CCOc1ccc(Nc2oc(-c3ccccc3Cl)nc2C#N)cc1
  A: -2; B: -1.0; C: 28; D: 1; E: 0; F: .; G: .; H: 0; I: 23

CCc1ccc(N2C(=O)c3cc(N4CCOCC4)c([N+](=O)[O-])cc3C2=O)cc1
  A: -2; B: 0.8; C: -26; D: -41; E: .; F: .; G: .; H: -1; I: 1

O=C(c1cc(-c2ccc(F)cc2)on1)N1CCOCC1
  A: 0; B: 1.1; C: -22; D: -5; E: -2; F: -5; G: 7; H: -8; I: 1

CC[C@]1(C(=O)OC)[C@H]2C(=O)N(Cc3ccccc3)C(=O)[C@H]2[C@H]2CN=C(SCC3CC3)N21
  A: .; B: 1.7; C: 24; D: .; E: 23; F: -3; G: 0; H: 4; I: 40

O=C(Nc1ccc(Br)cc1)C1CCN(c2cnccn2)CC1
  A: -3; B: 4.0; C: 15; D: 0; E: 14; F: 11; G: 1; H: -3; I: 5

Cc1ccc(-c2nc(C(=O)NCCCN(C)C)cc3c2[nH]c2ccccc23)cc1
  A: 1; B: 3.4; C: 66*; D: -12; E: 7; F: -33; G: 3; H: -5; I: 25

Cc1ccc2cccc(S(=O)(=O)N3CCN(c4cccc(Cl)c4)CC3)c2n1
  A: 0; B: 0.5; C: 33; D: 14; E: 6; F: 27; G: 7; H: 0; I: 17

CC(C)Oc1cccc(-c2cc(C(=O)NC(=S)N(C)c3ccccc3C(=O)O)c3ccccc3n2)c1
  A: -6; B: 1.3; C: -20; D: -15; E: 21; F: -4; G: 20; H: 1; I: 7

Rewritten tab-delimited: four of the compounds above
SMILES	APJ agonist	CHOP UPR activ	Mdm2-MdmX inh	APJ antagonist	CCR6 antagonist	EBI2 block	CXCR6 inh	XBP1 UPR activ	tim23-1 inh
CNC(=O)COC(=O)c1ccc2c(c1)S(=O)(=O)c1ccccc1C2=O	4	5.0	8	-30	-17	-16	-17	1	0
CCOC(=O)C1(Cc2ccc(Cl)cc2)CCN(Cc2nccn2CC)CC1	-3	0.1	5	20	23	-6	6	-1	-11
O=C(Nc1ccccc1)OCc1cnc(Cl)s1	-2	-0.7	22	-6	1	0	4	7	15
Cc1cccc(-c2ncc(S(=O)(=O)C(C)(C)C)c(N)n2)c1	1	2.9	-23	19	12	-1	-7	5	4

In the list so far, these contain a tert-butyl group.
Letter code: A = APJ agonist; B = CHOP UPR activ; C = Mdm2-MdmX inh; D = APJ antagonist; E = CCR6 antagonist; F = EBI2 block; G = CXCR6 inh; H = XBP1 UPR activ; I = tim23-1 inh
CCOc1nc(Nc2ccc([N+](=O)[O-])cc2)nc(NC(C)(C)C)n1
  A: 3; B: 2.8; C: -18; D: -4; E: 11; F: 8; G: 1; H: 5; I: 27

Cc1cccc(-c2ncc(S(=O)(=O)C(C)(C)C)c(N)n2)c1
  A: 1; B: 2.9; C: -23; D: 19; E: 12; F: -1; G: -7; H: 5; I: 4

The list is partial; the hit share may differ from the screen's.
